NALP1 inh: blocks the NALP1 inflammasome reconstituted in yeast. S. cerevisiae NALP1/ASC/caspase-1 growth, X-gal OD620, 72 h. inhibition, % at 10 µM. hit rate 0.61% among 280,000. AID 2071; in the data active = inhibition mostly above about 24%, no sharp cut-off; inactive = mostly below about 32%; also: some compounds called inactive have numbers as strong as hits
IMP-1 inh: inhibitors of Pseudomonas aeruginosa IMP-1 metallo-beta-lactamase; hit rate 0.45% among 290,000; inhibition, % at 5.6 µM; purified IMP-1, nitrocefin hydrolysis, epi-absorbance fluorescence;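 active = inhibition above the mean plus 3 SD of all compounds in the same screening run, cut at about 4.5% in these data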;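 also: 0% = IMP-1 with DMSO and 100% = DMSO wells lacking enzyme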
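assay system = purified recombinant IMP-1 metallo-beta-lactamase enzyme | schedule = 15 min preincubation plus 25 min reaction at 25 °C | signal = Epi-absorbance fluorescence, 480 nm excitation, 530 nm emission | read-out basis = percent inhibition from optical density relative to buffer-blank wells | controls = IMP-1 with DMSO as 0%, enzyme-free DMSO as 100%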
MEKK2 WT-MEK5: raises or lowers MEK5 binding to wildtype human MEKK2 PB1 domain. Q9Y2U5. hit rate 1.1% among 290,000. bead flow cytometry, Alexa488-MEK5 binding to MEKK2 WT; actives lie on both sides. binding response (% of control), % at 10 µM. AID 1531; in the data active = binding response below about 67% or above about 130%
VIM-2 inh: inhibitors of Pseudomonas aeruginosa VIM-2 metallo-beta-lactamase; purified VIM-2, nitrocefin hydrolysis, epi-absorbance fluorescence; inhibition, % at 5.6 µM; hit rate 0.89% among 290,000; AID 1527;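 active = inhibition above the mean of all tested compounds plus 3 SD, cutoff set per screening run, cut at about 7.5% in these data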;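 also: red hydrolysis product quenches plate fluorescence so inhibitors raise well fluorescence; 0% = enzyme with DMSO and 100% = DMSO without enzyme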
MEKK2 mut-MEK5: signal of MEK5 binding to mutant human MEKK2 PB1 domain; bead flow cytometry, Alexa488-MEK5 binding to MEKK2 mutant; percent response, % at 10 µM; hit rate 0.35% among 290,000; in the data active = percent response above about 24%, passing the limit was not always enough; also: inactives centre near 1; some results filed as inactive read as strong as hits
PfM18AAP inh: PfM18AAP enzyme inhibition; AID 1822; hit rate 1.2% among 290,000; recombinant PfM18AAP, H-Glu-NHMec fluorogenic cleavage; inhibition, % at 7.35 µM;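 active = inhibition above the campaign mean inhibition over all tested compounds plus 3 SD, cut at about 28% in these data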;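 also: 0% = plate median of test compound wells and 100% = 2 mM ZnCl2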
FID counter: fluorescent intercalator displacement, NS3 helicase counter-screen; DNA fluorescent intercalator displacement, fluorescence; inhibition, % at 7.9 µM; hit rate 0.17% among 290,000; AID 1845; in the data active = inhibition above about 37%;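 also: 0% = vehicle and 100% = reference compound; higher means more ethidium bromide displaced from hairpin DNA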
NS3 helicase inh: inhibitors of Hepatitis C virus NS3 helicase. NS3 helicase DNA unwinding, Cy5 molecular beacon fluorescence. inhibition, % at 10.9 µM. hit rate 0.56% among 290,000. AID 1800;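 active = inhibition above the mean of all tested compounds plus 3 SD, set per campaign, cut at about 35% in these data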;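 also: 0% = DMSO wells and 100% = thioflavine S control wells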
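Assay system: hepatitis C virus NS3 helicase domain fragment enzyme. Also added: annealed dual-labelled DNA beacon duplex, ATP-started. Timing: 1 h reaction at 25 °C, ATP-initiated. Technique: Cy5 fluorescence at 0 and 60 min, beacon hairpin quenching. Evaluation: % inhibition of unwinding. Replication: one well per compound.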
UBC9 SUMO inh: SUMOylation inhibition. P63279. HTRF SUMOylation assay, SAE1/SAE2 + UBC9, in vitro. inhibition, % at 35 µM. AID 2006. hit rate 0.36% among 290,000; in the data active = inhibition above about 50%, passing the limit was not always enough; also: strong numbers were not always called active
Target sequence (P63279 whole entry, looked up): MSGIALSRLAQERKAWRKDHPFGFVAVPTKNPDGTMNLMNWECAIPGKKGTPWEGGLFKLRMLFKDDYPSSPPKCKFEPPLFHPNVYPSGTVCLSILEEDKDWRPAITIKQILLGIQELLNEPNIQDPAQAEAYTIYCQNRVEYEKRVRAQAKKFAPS
Starred values were filed as active, the others as inactive. Compounds were not picked by outcome; any-hit rate near 4.7%.

Results for Nc1ccccc1N=Cc1ccc(-c2cccc(Cl)c2)o1 ?
NALP1 inh: 7; IMP-1 inh: -4.2; MEKK2 WT-MEK5: 105; VIM-2 inh: -3.6; MEKK2 mut-MEK5: 2; PfM18AAP inh: -4; FID counter: 3; NS3 helicase inh: 12; UBC9 SUMO inh: 5

Results for Nc1nc2n(n1)C(c1ccco1)CC(c1ccc(Cl)c(Cl)c1)N2 (centres undefined) ?
NALP1 inh: 27; IMP-1 inh: -4.5; MEKK2 WT-MEK5: 93; VIM-2 inh: -2.2; MEKK2 mut-MEK5: -5; PfM18AAP inh: 14; FID counter: -13; NS3 helicase inh: -1; UBC9 SUMO inh: 34

How did Clc1ccccc1Cn1nnc2c(NCCN3CCOCC3)ncnc21 do in these assays?
NALP1 inh: 10; IMP-1 inh: -2.6; MEKK2 WT-MEK5: 80; VIM-2 inh: -3.0; MEKK2 mut-MEK5: -6; PfM18AAP inh: -2; FID counter: -3; NS3 helicase inh: -4; UBC9 SUMO inh: -6

What do the screens show for `O=C(Cc1ccc(Cl)cc1)Nc1ccccc1N1CCOCC1`?
NALP1 inh: -13; IMP-1 inh: -3.2; MEKK2 WT-MEK5: 103; VIM-2 inh: -0.8; MEKK2 mut-MEK5: 2; PfM18AAP inh: 6; FID counter: -17; NS3 helicase inh: -3; UBC9 SUMO inh: 9

What do the screens show for `Cc1ccc(S(=O)(=O)/N=C(/NC(=S)Nc2ccccc2)c2ccccc2)cc1`?
NALP1 inh: -6; IMP-1 inh: -2.5; MEKK2 WT-MEK5: 99; VIM-2 inh: -1.3; MEKK2 mut-MEK5: -4; PfM18AAP inh: -10; FID counter: 0; NS3 helicase inh: -11; UBC9 SUMO inh: 3

How did CCC1(C)Cc2c(sc3[nH]c(=S)[nH]c(=S)c23)CO1 (centres undefined) do in these assays?
NALP1 inh: -1; IMP-1 inh: -2.1; MEKK2 WT-MEK5: 103; VIM-2 inh: -0.8; MEKK2 mut-MEK5: 2; PfM18AAP inh: 6; FID counter: -4; NS3 helicase inh: 3; UBC9 SUMO inh: -6

How did COCCNC(=O)c1ccc(C(=O)C(=O)c2ccccc2)cc1 do in these assays?
NALP1 inh: 30; IMP-1 inh: -2.2; MEKK2 WT-MEK5: 116; VIM-2 inh: -1.9; MEKK2 mut-MEK5: 1; PfM18AAP inh: 2; FID counter: -5; NS3 helicase inh: 6; UBC9 SUMO inh: 14

Results for CCC(=O)Nc1nnc(/C=C/c2ccc(OC)cc2)s1 ?
NALP1 inh: 15; IMP-1 inh: -2.8; MEKK2 WT-MEK5: 94; VIM-2 inh: -2.3; MEKK2 mut-MEK5: -3; PfM18AAP inh: -10; FID counter: 1; NS3 helicase inh: -6; UBC9 SUMO inh: 31

Results for COc1ccc(OC)c(-n2c(=S)[nH]c3cc(C(=O)N4CCCCC4)ccc3c2=O)c1 ?
NALP1 inh: -5; IMP-1 inh: -3.1; MEKK2 WT-MEK5: 103; VIM-2 inh: -2.2; MEKK2 mut-MEK5: 6; PfM18AAP inh: 4; FID counter: -11; NS3 helicase inh: 3; UBC9 SUMO inh: 10

What do the screens show for `COc1cccc(-c2cccc(NC(=O)C3CCN(Cc4ccc(C)o4)CC3)c2)c1`?
NALP1 inh: 5; IMP-1 inh: -2.2; MEKK2 WT-MEK5: 102; VIM-2 inh: -1.0; MEKK2 mut-MEK5: 3; PfM18AAP inh: 0; FID counter: 4; NS3 helicase inh: 1; UBC9 SUMO inh: 8

What do the screens show for `CSc1nc2c(c(=O)[nH]c(=O)n2C)n1CCCc1ccccc1`?
NALP1 inh: 14; IMP-1 inh: -4.5; MEKK2 WT-MEK5: 103; VIM-2 inh: -1.9; MEKK2 mut-MEK5: 0; PfM18AAP inh: -4; FID counter: -18; NS3 helicase inh: -6; UBC9 SUMO inh: -5

How did CCOC(=O)N1CCC(NC(=O)CNS(=O)(=O)c2ccc(Br)s2)CC1 do in these assays?
NALP1 inh: -8; IMP-1 inh: -2.9; MEKK2 WT-MEK5: 116; VIM-2 inh: -2.3; MEKK2 mut-MEK5: 10; PfM18AAP inh: 0; FID counter: -11; NS3 helicase inh: 6; UBC9 SUMO inh: -7

What do the screens show for `CSc1nnc(NC(=O)c2nc(S(=O)(=O)Cc3ccc(C)cc3)ncc2Cl)s1`?
NALP1 inh: 1; IMP-1 inh: -2.2; MEKK2 WT-MEK5: 101; VIM-2 inh: -4.6; MEKK2 mut-MEK5: 1; PfM18AAP inh: -15; FID counter: -45; NS3 helicase inh: 10

Results for CCO/C=C1\SC(=S)N(c2ccc(Cl)cc2)C1=O ?
NALP1 inh: -6; IMP-1 inh: 0.0; MEKK2 WT-MEK5: 104; VIM-2 inh: 1.1; MEKK2 mut-MEK5: 1; PfM18AAP inh: 4; FID counter: -2; NS3 helicase inh: 9; UBC9 SUMO inh: 9

Results for O=C(NC(=S)NCc1cccnc1)c1cccc2ccccc12 ?
NALP1 inh: -2; IMP-1 inh: -2.5; MEKK2 WT-MEK5: 92; VIM-2 inh: -0.8; MEKK2 mut-MEK5: -5; PfM18AAP inh: -5; FID counter: 0; NS3 helicase inh: -6; UBC9 SUMO inh: 1

What do the screens show for `CCOc1ccc(NC(=O)C2CCCN(S(=O)(=O)c3c(C)n[nH]c3C)C2)cc1` (centres undefined)?
NALP1 inh: 5; IMP-1 inh: -3.4; MEKK2 WT-MEK5: 98; VIM-2 inh: -3.9; MEKK2 mut-MEK5: -2; PfM18AAP inh: -1; FID counter: -14; NS3 helicase inh: -2; UBC9 SUMO inh: -4

What do the screens show for `O=C(CSc1nc2ncccc2[nH]1)NCCc1ccccc1`?
NALP1 inh: 10; IMP-1 inh: -1.1; MEKK2 WT-MEK5: 99; VIM-2 inh: -1.2; MEKK2 mut-MEK5: 8; PfM18AAP inh: -3; FID counter: -4; NS3 helicase inh: -2; UBC9 SUMO inh: 10

Results for Brc1ccc(Oc2nsnc2N2CCOCC2)cc1 ?
NALP1 inh: 18; IMP-1 inh: 0.5; MEKK2 WT-MEK5: 103; VIM-2 inh: 0.1; MEKK2 mut-MEK5: 1; PfM18AAP inh: -7; FID counter: -5; NS3 helicase inh: -2; UBC9 SUMO inh: -9

Results for Cc1ccc2c(c1)NC(=O)C(CC(=O)NCCCN1CCc3ccccc3C1)O2 (centres undefined) ?
NALP1 inh: 5; IMP-1 inh: -6.6; MEKK2 WT-MEK5: 119; VIM-2 inh: -5.2; MEKK2 mut-MEK5: 7; PfM18AAP inh: 4; FID counter: -4; NS3 helicase inh: -11; UBC9 SUMO inh: 8

What do the screens show for `COc1ccc(NC(=O)Cn2c(C)cc(=O)c3ccccc32)cc1`?
NALP1 inh: 33; IMP-1 inh: -2.1; MEKK2 WT-MEK5: 94; VIM-2 inh: -1.2; MEKK2 mut-MEK5: -5; PfM18AAP inh: -1; FID counter: -7; NS3 helicase inh: -2; UBC9 SUMO inh: 1

Results for COc1ccc(-c2nc(NC(=O)c3ccc(OCC(=O)Nc4ccc(F)cc4)c(OC)c3)sc2C)cc1 ?
NALP1 inh: 25; IMP-1 inh: -4.2; MEKK2 WT-MEK5: 105; VIM-2 inh: -1.7; MEKK2 mut-MEK5: 0; PfM18AAP inh: 0; FID counter: 1; NS3 helicase inh: 2; UBC9 SUMO inh: -5

How did COc1ccc(-c2nnc(SCC(N)=O)n2N)cc1 do in these assays?
NALP1 inh: 7; IMP-1 inh: -3.6; MEKK2 WT-MEK5: 102; VIM-2 inh: -2.1; MEKK2 mut-MEK5: 5; PfM18AAP inh: -1; FID counter: -1; NS3 helicase inh: 1; UBC9 SUMO inh: 16

What do the screens show for `CCOc1ccc(Nc2nc(CC(=O)OC)cc(=O)[nH]2)cc1`?
NALP1 inh: -14; IMP-1 inh: -3.5; MEKK2 WT-MEK5: 106; VIM-2 inh: -2.6; MEKK2 mut-MEK5: 4; PfM18AAP inh: -8; FID counter: -12; NS3 helicase inh: -1; UBC9 SUMO inh: -11

What do the screens show for `O=C(NC(=S)Nc1ccccc1)c1cccs1`?
NALP1 inh: 25; IMP-1 inh: 0.5; MEKK2 WT-MEK5: 96; VIM-2 inh: 1.3; MEKK2 mut-MEK5: -8; PfM18AAP inh: 12; FID counter: -9; NS3 helicase inh: 18; UBC9 SUMO inh: -6

How did COc1ccc(CNC(=O)[C@H](Cc2ccccc2)NC(=O)C2CCNCC2)cc1 do in these assays?
NALP1 inh: 10; IMP-1 inh: -1.9; MEKK2 WT-MEK5: 102; VIM-2 inh: -0.4; MEKK2 mut-MEK5: 0; PfM18AAP inh: -4; FID counter: -1; NS3 helicase inh: 4; UBC9 SUMO inh: 1

Results for NS(=O)(=O)c1cccc(NC(=O)c2cccc(Oc3ccccc3)c2)c1 ?
NALP1 inh: 13; IMP-1 inh: -0.8; MEKK2 WT-MEK5: 94; VIM-2 inh: -2.4; MEKK2 mut-MEK5: -7; PfM18AAP inh: -2; FID counter: -7; NS3 helicase inh: -2; UBC9 SUMO inh: -21

What do the screens show for `COc1ccc(-c2nc3c(c(SCC(=O)N4CCOCC4)n2)COC(C)(C)C3)cc1`?
NALP1 inh: -9; IMP-1 inh: -3.5; MEKK2 WT-MEK5: 100; VIM-2 inh: -3.8; MEKK2 mut-MEK5: 1; PfM18AAP inh: 1; FID counter: -1; NS3 helicase inh: -4; UBC9 SUMO inh: -4

Results for CC1CCCC(C)N1/N=C/c1ccc(N(C)C)cc1 (centres undefined) ?
NALP1 inh: -1; IMP-1 inh: -1.1; MEKK2 WT-MEK5: 94; VIM-2 inh: -1.2; MEKK2 mut-MEK5: -1; PfM18AAP inh: -3; FID counter: -1; NS3 helicase inh: 7; UBC9 SUMO inh: 4

How did CN(C(=O)Nc1ccc(Cl)cc1Cl)[C@H]1c2cc(Br)ccc2OC[C@H]1CO do in these assays?
NALP1 inh: 38; IMP-1 inh: -2.3; MEKK2 WT-MEK5: 95; VIM-2 inh: 0.0; MEKK2 mut-MEK5: 1; PfM18AAP inh: -3; FID counter: -14; NS3 helicase inh: -19; UBC9 SUMO inh: -17

How did Cc1cc(N2C(=O)C(O)=C(C(=O)c3cc4ccccc4o3)C2c2ccc(Cl)cc2)no1 (centres undefined) do in these assays?
NALP1 inh: 9; IMP-1 inh: 0.4; MEKK2 WT-MEK5: 99; VIM-2 inh: -3.0; MEKK2 mut-MEK5: -2; PfM18AAP inh: 26; FID counter: -37; NS3 helicase inh: 32; UBC9 SUMO inh: -1

Screening data: PubChem, several laboratories
